Source: PubChem BioAssay
DNMT1 block = blocks human DNA methyltransferase DNMT1. DNMT1 molecular beacon, Hinp1I cleavage, fluorescence. inhibition (reported as % activation of signal), % at 10 µM. 0.83% of 360,000 active. AID 588458; in the data active = inhibition above about 50%
Tb MetRS inh = blocks T. brucei methionyl-tRNA synthetase activity; AID 624268; 0.4% of 360,000 active; purified T. brucei MetRS, ATP depletion, Kinase-Glo luminescence; inhibition, % at 11.9 µM;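 active = inhibition above a per-plate cutoff of the control wells' mean inhibition plus 3 SD, cut at about 5.5% in these data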;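 note: 0% = DMSO wells median and 100% = median of wells with control inhibitor compound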
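Test system: purified T. brucei MetRS enzyme. Also added: ATP, methionine and E. coli bulk tRNA substrates. Compound: 11.9 µM single point. Schedule: 15 min enzyme-compound preincubation, 2 h reaction, 10 min detection, 25 °C. Signal: luciferase luminescence of residual ATP, Kinase-Glo. Evaluation: percent inhibition versus plate control medians. Controls: DMSO wells, low control.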
Rpn11 block = inhibitors of human proteasome Rpn11; O00487; human 26S proteasome, Ub4-pepOG fluorescence polarization; 20S core pre-blocked with epoxomicin; AID 588493; 0.59% of 360,000 active; calls only at 20 µM;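 active = inhibition at 20 µM, scaled to each plate's controls, above about 33%, limit read from the data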
CSN deneddyl inh = inhibitors of human CSN-mediated cullin deneddylation; Q92905; Purified CSN, SCF-Nedd8-OG deneddylation, fluorescence polarization; inhibition, % at 12.5 µM; 0.38% of 360,000 active; AID 651999;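 active = pattern-corrected inhibition above about 35%, with an unprinted fluorescence ratio check between 0.5 and 1.5, limit read from the data, passing the limit was not always enough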;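 note: 0% = enzyme with substrate and 100% = substrate without enzyme; some results filed as inactive read as strong as hits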
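Assay system: HEK293T-derived human Csn5 enzyme; quantity: 0.24 nM enzyme; medium: Tris/NaCl/DTT buffer, pH 7.5; also added: substrate SCFSkp2-Nedd8OG, 10 nM; doses: 12.5 µM compound; schedule: 90 min reaction at room temperature; signal: FP; read-out: % inhibition of substrate cleavage by Csn5; benchmarks: substrate-only high control, full reaction low control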
MsrA inhibitor = bovine MsrA inhibition. purified bovine MsrA, absorbance read-out. 0.75% of 360,000 active. inhibition, % at 15.5 µM; in the data active = inhibition above about 4.5%;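 note: 0% = vehicle wells with enzyme and 100% = reference inhibitor wells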
NadD inh = blocks S. aureus nicotinate mononucleotide adenylyltransferase; purified NadD enzyme, colorimetric absorbance read-out; inhibition, % at 20 µM; 0.78% of 360,000 active; in the data active = inhibition above about 26%; note: some compounds past the cut are filed as inactive
STEP inh = blocks human striatal-enriched tyrosine phosphatase | recombinant STEP, OMFP fluorogenic substrate, fluorescence | inhibition, % at 20 µM | 0.25% of 360,000 active | AID 588621;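 active = inhibition at 20 µM, scaled per plate between control wells, above about 37%, limit read from the data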;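 note: 0% = DMSO with enzyme and substrate and 100% = substrate only without enzyme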
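System: STEP (striatal-enriched tyrosine phosphatase) enzyme, cell-free; medium: Bis-Tris pH 6.0 buffer with DTT, detergent; dosing: 20 µM, 1% DMSO; times: reaction 20 min, ambient temperature; detection: fluorescence, 480/540 nm; read-out basis: normalized % inhibition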
LMPTP inh = LMPTP (human) inhibition. 0.22% of 360,000 active. recombinant LMPTP-A, OMFP fluorogenic substrate, fluorescence intensity. inhibition, % at 20 µM. AID 651560. P24666;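 active = compounds that cut the enzyme signal by at least half of the control window in the single-dose screen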;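 note: plate controls were DMSO wells with enzyme plus substrate for no effect and substrate without enzyme for full effect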
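Material: LMPTP-A; amount: 0.625 nM enzyme; doses: single 20 µM dose; times: reaction 50 min, room temperature, dark; technique: fluorescence intensity of OMFP turnover product; benchmarks: no-enzyme and uninhibited controls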
SUMO1 PPI mod = SUMO1-SIM interaction modulation | SUMO1 binding to a labelled peptide, TR-FRET, 1 h | AID 602429 | inhibition, % at 20 µM | P63165 | 0.33% of 360,000 active; in the data active = inhibition above about 37%
Scp1 inh = inhibitors of human Scp-1 phosphatase; Recombinant Scp1, phosphopeptide, malachite green phosphate absorbance; inhibition, % at 20 µM; 0.88% of 340,000 active; AID 493091;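 active = inhibition above about 50% at 20 µM, limit read from the data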;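 note: plate controls were DMSO wells with enzyme for no effect and wells lacking enzyme for full effect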
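Assay system: SCP-1 catalytic fragment, aa 76-261 | Buffer or medium: Tris acetate buffer pH 5.5 with MgCl2 and Tween-20 | Compound: One concentration, 20 µM, with 1.0% DMSO | Also added: Phospho 17-mer peptide substrate | Signal: Absorbance at 630 nm | Incubation: 45 min enzyme reaction at room temperature | Measure: % inhibition of SCP-1 phosphate liberation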
Numbers without * were called inactive; i = inactive; nt = no result given.

#1 COC(=O)c1cccc(NC(=O)c2cccnc2C(=O)O)c1C
#2 Cc1ccc(-n2c(C)cc(/C=C3/C(=N)N4C(c5ccccc5)=CSC4=NC3=O)c2C)cc1
#3 Cc1cccc(C)c1NC(=O)CNC(=O)c1cnccn1
#4 CC(C)[C@H](NC(=O)c1ccc(F)cc1)C(=O)N(C)Cc1cccs1
#5 O=C(NCc1ccccc1)C1=C[C@@H](c2coc3ccccc3c2=O)C[C@@H](OCCCCO)O1
#6 CN1CCN(C(=O)c2ccccc2NC(=O)CCN2C(=O)c3ccccc3C2=O)CC1
Compound	1	2	3	4	5	6
DNMT1 block	-4	1	-3	5	-3	3
Tb MetRS inh	-1.7	-0.4	-0.3	-0.2	-0.3	-0.4
Rpn11 block	i	i	i	i	i	i
CSN deneddyl inh	-3	7	-2	-1	-2	5
MsrA inhibitor	-0.4	-0.3	0.8	-0.2	-0.6	-0.7
NadD inh	-2	20	-6	1	-1	9
STEP inh	1	3	-2	0	1	0
LMPTP inh	-0.5	1.5	-1.8	-1.5	1.3	-2.6
SUMO1 PPI mod	0	-6	3	1	5	-4
Scp1 inh	5	-5	-10	-3	-3	-5

#7 N#Cc1ccc(C(=O)OCC(=O)N2CCN(C(=O)c3ccco3)CC2)cc1
#8 O=C(c1ccccc1)c1ccc(OC(=O)N2CCCC2)cc1
#9 C[N+](C)(C)CCCCCCC(=O)/C=N/O
#10 COc1cccc(OCC(Cn2cnc3ccccc32)OC(C)=O)c1 (stereo not drawn)
#11 Cc1cccc(/C=C2\Sc3ccc(C(=O)N4CCOCC4)cc3N(C)C2=O)c1
#12 C=CCn1c(SCC(=O)N2CCc3ccccc3C2)nnc1-c1ccncc1
Compound	7	8	9	10	11	12
DNMT1 block	9	-4	-3	3	-4	7
Tb MetRS inh	-0.2	0.4	-0.5	-0.3	-0.3	-1.0
Rpn11 block	i	i	i	i	i	i
CSN deneddyl inh	-1	4	4	5	-4	3
MsrA inhibitor	-0.3	-1.3	0.4	0.4	1.6	-0.8
NadD inh	-2	-5	14	-2	-5	-5
STEP inh	4	2	-4	-1	0	0
LMPTP inh	-1.8	-2.3	-2.9	-0.3	0.4	-1.3
SUMO1 PPI mod	2	-1	-1	-4	-20	1
Scp1 inh	-1	-9	37	-1	-14	1

Arranged by length of the SMILES (largest number first): part of the list above
#2 Cc1ccc(-n2c(C)cc(/C=C3/C(=N)N4C(c5ccccc5)=CSC4=NC3=O)c2C)cc1
#6 CN1CCN(C(=O)c2ccccc2NC(=O)CCN2C(=O)c3ccccc3C2=O)CC1
#11 Cc1cccc(/C=C2\Sc3ccc(C(=O)N4CCOCC4)cc3N(C)C2=O)c1
#7 N#Cc1ccc(C(=O)OCC(=O)N2CCN(C(=O)c3ccco3)CC2)cc1
#4 CC(C)[C@H](NC(=O)c1ccc(F)cc1)C(=O)N(C)Cc1cccs1
#12 C=CCn1c(SCC(=O)N2CCc3ccccc3C2)nnc1-c1ccncc1
#10 COc1cccc(OCC(Cn2cnc3ccccc32)OC(C)=O)c1 (stereo not drawn)
#8 O=C(c1ccccc1)c1ccc(OC(=O)N2CCCC2)cc1
Compound	2	6	11	7	4	12	10	8
DNMT1 block	1	3	-4	9	5	7	3	-4
Tb MetRS inh	-0.4	-0.4	-0.3	-0.2	-0.2	-1.0	-0.3	0.4
Rpn11 block	i	i	i	i	i	i	i	i
CSN deneddyl inh	7	5	-4	-1	-1	3	5	4
MsrA inhibitor	-0.3	-0.7	1.6	-0.3	-0.2	-0.8	0.4	-1.3
NadD inh	20	9	-5	-2	1	-5	-2	-5
STEP inh	3	0	0	4	0	0	-1	2
LMPTP inh	1.5	-2.6	0.4	-1.8	-1.5	-1.3	-0.3	-2.3
SUMO1 PPI mod	-6	-4	-20	2	1	1	-4	-1
Scp1 inh	-5	-5	-14	-1	-3	1	-1	-9

#3 Cc1cccc(C)c1NC(=O)CNC(=O)c1cnccn1
Compound	3
DNMT1 block	-3
Tb MetRS inh	-0.3
Rpn11 block	i
CSN deneddyl inh	-2
MsrA inhibitor	0.8
NadD inh	-6
STEP inh	-2
LMPTP inh	-1.8
SUMO1 PPI mod	3
Scp1 inh	-10

(further entries)
#13 c1ccc(CSc2n[nH]c(-c3ccco3)n2)cc1
#14 COc1ccc2nc(NC(=O)Cn3cnc4c(=O)n(C)c(=O)n(C)c43)sc2c1
#15 NC(=S)Nc1cc(Cl)cc(Cl)c1
#16 CC(=O)Nc1cccc(Oc2nc(NCCN(C)C)nc3ccsc23)c1
#17 Fc1ccccc1/C=N/Nc1nn[nH]n1
#18 O=C(CCNC(=O)N1CC(=O)Nc2ccccc21)NCc1ccccc1
Compound	13	14	15	16	17	18
DNMT1 block	2	-4	5	-12	2	3
Tb MetRS inh	-1.1	-0.9	0.3	-0.2	-0.4	-0.1
Rpn11 block	i	i	i	i	i	i
CSN deneddyl inh	14	-1	-4	4	-4	-1
MsrA inhibitor	-0.3	0.5	0.2	-0.2	0.5	-0.9
NadD inh	-1	10	1	-3	-1	-7
STEP inh	-2	-2	1	1	-1	-1
LMPTP inh	-1.0	-0.2	1.3	4.6	-0.1	-1.4
SUMO1 PPI mod	3	8	0	-27	-3	35
Scp1 inh	-3	-2	-7	nt	-8	nt

#19 O=C(Cn1cnc2ccccc2c1=O)NCCC(=O)N1CCN(c2ccccc2)CC1
#20 O=C(CCCc1c[nH]c2ccccc12)NCc1ccccc1F
#21 CC(C)(C)NC(=O)C(c1cccs1)N(CC1CCCO1)C(=O)Cn1nnc(-c2cccs2)n1 (stereo not drawn)
#22 COc1ccc(CNC(=O)C2CCCN(S(=O)(=O)N3CC(C)CC(C)C3)C2)c(OC)c1 (stereo not drawn)
#23 COC(=O)c1sccc1NC(=S)N1CCCCC1
Compound	19	20	21	22	23
DNMT1 block	-2	-1	-1	1	2
Tb MetRS inh	-0.2	-0.1	-0.4	-0.1	0.1
Rpn11 block	i	i	i	i	i
CSN deneddyl inh	-2	-3	4	-2	0
MsrA inhibitor	0.2	1.0	-0.9	0.6	-0.5
NadD inh	-2	-3	2	-4	2
STEP inh	-1	4	-1	0	3
LMPTP inh	-1.9	-0.3	-1.2	0.7	-0.2
SUMO1 PPI mod	-1	1	1	1	3
Scp1 inh	-7	-4	0	-3	-4
